T cell modulator = T cell immune modulation candidate; calls only at 7 µM; 330,000 compounds, 0.068% hits; 2C CD8+ T cell-vesicle binding, flow cytometry; active compounds read low;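 active means response, share of CD8 T cells binding vesicles, and their 90th percentile fluorescence all below set limits, cut at about 80% in these data, passing the limit was not always enough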
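material = purified 2C TCR transgenic mouse naive CD8+ T cells | controls = Unloaded micro-vesicles (low), QL9 vesicles with 0.7% DMSO (high) | detection = cytometric PE anti-B7-1 and Alexa647 anti-CD8 signals after 1% paraformaldehyde fixation | incubation = binding step 1.5 h, 37 °C, antibody labelling 20 min, ice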
West Nile antiviral = West Nile virus antiviral activity, cell-based, CPE readout (AID 1621). West Nile virus-infected cells, CPE inhibition; higher % means a stronger effect. one-dose CPE inhibition, % at 10 µM; IC50 in µM for titrated hits. 290,000 compounds, 0.02% hits; in the data active means a potency from the dose series; inconclusive means CPE inhibition mostly from about 3.7% at the one dose, without a potency; inactive means the rest, 99 in 100 with CPE inhibition below about 2.2%; further: strong numbers were not always called active
Lipid droplet = modulators of hepatic lipid droplet formation. AML12 mouse hepatocytes, oleate lipid droplets, BODIPY imaging. inhibition, % at 6.5 µM. 240,000 compounds, 0.4% hits. AID 1656;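 active means lipid droplet intensity inhibited by at least 50%, with more than 500 cells counted; inconclusive means wells with under 300 cells, treated as cytotoxic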
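Material – mouse AML12 hepatocyte cell line, fixed after treatment · Compound dosing – one dose, 6.5 µM compound · Times – compound with oleate, overnight · Measured by – Image-based BODIPY and DAPI two-channel analysis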
Autophagy HCS = alters autophagy in cells. calls only at 10 µM (by protocol). 190,000 compounds, 0.98% hits. MEF GFP-LC3 puncta imaging; test concentration mostly 10 µM;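 active means percentage of spot-positive cells more than 3 SD above its plate mean, without a fluorescence outlier flag or 80% toxicity; inconclusive means no clear call, values can overlap the other calls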;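 further: spot-positive cell cutoff set from DMSO-treated cells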
bCat nuc transl = beta-catenin nuclear translocation modulation | HeLa beta-catenin nuclear translocation, immunofluorescence imaging | nuclear translocation activity, % at 5 µM | 190,000 compounds, 0.3% hits | AID 1665;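 active means nuclear translocation activity above 50% at 5 µM, with a well cell count of 50 or more; inconclusive means wells under 50 cells across six images, flagged as toxic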;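 further: per-cell ratio of nuclear to cytoplasmic median beta-catenin stain intensity; plate controls were DMSO negative control for no effect and GSK-3 inhibitor IX positive control for full effect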
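Read-out: Nuclear/cytoplasmic beta-catenin signal ratio, % activation | Assay system: Human HeLa cell line | Times: 24 h compound exposure at 37°C, 5% CO2 | Signal: Fluorescence imaging of beta-catenin antibody stain plus DAPI | Dosing: 5 µM primary, 0.02–20 µM confirmation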
Insulin prom up = MIN6 insulin promoter up-regulation | MIN6 insulin promoter-GFP reporter, high-content imaging; active compounds read high | z-score at 5 µM | 190,000 compounds, 0.3% hits | AID 1625;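 active means z-score above 3 at 5 µM with at least 500 cells counted in the well; inconclusive means wells under 500 cells, flagged as cytotoxic or low count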
WT yeast gro inh = growth inhibition of WT yeast, mitochondrial fusion screen | mitochondrial fusion phenotypic screen, WT strain | inhibition, % at 10 µM | 190,000 compounds, 2.1% hits | AID 1362; in the data active means inhibition above about 58%; tested in S. cerevisiae
MT stabilize HCS = microtubule stabilizers in HeLa cells; HeLa tubulin immunostaining HCS, 24 h; share of cells brighter than vehicle mean+2SD; % tubulin-high responders, % at 10 µM; 200,000 compounds, 0.83% hits;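 active means plate Z-score above 3 for both tubulin-high and condensed-nucleus cell shares, with cell loss under 80%, at 10 µM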;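 further: anti alpha tubulin signal scored within the nucleus-defined area of each cell; some results filed as inactive read as strong as hits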
Myeloid diff 2 = compounds promoting myeloid differentiation; 360,000 compounds, 1% hits; ER-HoxA9 myeloid progenitors, lysozyme-GFP differentiation, flow cytometry; AID 624256; calls only at 10 µM;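 active means normalized GFP-positive differentiation at or above the plate's own cutoff, the solvent-only control mean plus 3 SD; inconclusive means no clear call, values can overlap the other calls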;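 further: cells exposed to compound for four days before flow analysis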
WT yeast gro inh mutant strain = second read-out of WT yeast gro inh, no call of its own (marks repeat the call); inhibition, %; mitochondrial fusion phenotypic screen, mutant strain inhibition
Insulin prom up cell count = second read-out of Insulin prom up, no call of its own (marks repeat the call); cell count; measured here: cytotoxicity, nuclei count;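 total cells summed across four imaged fields per well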
Lipid droplet cells 6.5 µM = second read-out of Lipid droplet, no call of its own (marks repeat the call); cell count; measured here: cell count, cytotoxicity flag;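 cells counted across two imaged fields per well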
bCat nuc transl cell count 5 µM = also measured in bCat nuc transl; calls as there; cell count; measured here: cell count, cytotoxicity flag
T cell modulator vesicle-bound % = recorded beside T cell modulator, whose call it bears; double positive events, %; measured here: CD8+ vesicle-bound cell fraction;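 binding gate set so that unloaded-vesicle control wells show 10% double positive cells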
MT stabilize HCS Hoechst-high % = further read-out of MT stabilize HCS, marked with its call; % Hoechst-high responders; measured here: nuclear condensation Hoechst responders;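 share of cells brighter than vehicle mean plus two SD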
MT stabilize HCS cytotoxicity % = recorded beside MT stabilize HCS, whose call it bears; toxicity, %; measured here: cytotoxicity by cell density;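 0% = mean cell density of plate MIN control wells and 100% = no cells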
Autophagy HCS cell loss 18 h = recorded beside Autophagy HCS, whose call it bears; toxicity, %; measured here: cell loss, nuclei count;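 cell loss after 18 h compound exposure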
Myeloid diff 2 GFP+ MAC1+ % = further read-out of Myeloid diff 2, marked with its call; GFP+ MAC1+ double positive, %; measured here: differentiation confirmed by MAC1 staining
* hit, by the source's call; i = inactive; ? = inconclusive; · = not tested or not shown; + = active, no number.

Every second line gives: T cell modulator	T cell modulator vesicle-bound %	West Nile antiviral	Lipid droplet	Lipid droplet cells 6.5 µM	Autophagy HCS	Autophagy HCS cell loss 18 h	bCat nuc transl	bCat nuc transl cell count 5 µM	Insulin prom up	Insulin prom up cell count	WT yeast gro inh	WT yeast gro inh mutant strain	MT stabilize HCS	MT stabilize HCS Hoechst-high %	MT stabilize HCS cytotoxicity %	Myeloid diff 2	Myeloid diff 2 GFP+ MAC1+ %
> Cc1nc(N2CCOCC2)nc(Oc2ccccc2F)c1[N+](=O)[O-]
 : i	19	-0.1%	-11	735	·	·	0.4	1250	0.9	1119	·	·	·	·	·	i	0.7
> COc1cc(NC(=O)N2CCNC2=O)cc(C(=O)Nc2cccc(C(F)(F)F)c2)c1
 : i	11	2.5%	12	681	·	·	55*	382*	-0.19	759	·	·	·	·	·	i	1.1
> COc1ccc(CNc2nc(-c3cccnc3)nn2S(C)(=O)=O)cc1
 : i	53	0.5%	-4	698	i	-9	-0.5	1141	-1.6	1329	-3	-1	2.7	1.7	8.1	i	0.7
> CCOC(=O)c1oc2ccccc2c1CN1CCOCC1
 : i	38	0.1%	·	·	i	-4	2.2	1374	-0.21	1312	0	8	1.9	2.0	4.7	i	1.6
> Nc1ccccc1S(=O)(=O)C(F)F
 : i	26	0.3%	-1	708	·	·	-0.4	1282	0.56	964	·	·	·	·	·	i	0.7
> Nc1cc(=O)[nH]c(SCc2cccc(Cl)c2)n1
 : i	35	0.0%	·	·	i	-2	0.6	1106	-0.04	1161	-7	-5	1.8	1.5	6.2	i	1.1
> COc1ccc(N(C(=O)Cn2cnc3ccccc32)C(C(=O)NC2CCCCC2)c2ccccc2)cc1 (stereo not drawn)
 : ·	·	-0.5%	14	636	i	8	-3.6	1100	-0.41	1770	-1	0	5.1	1.7	6.3	i	5.2
> Cc1ccccc1C(=O)Nc1ccc2c(c1)OCO2
 : i	20	0.1%	·	·	i	-3	-1.3	907	·	·	11	22	2.5	2.8	4.1	i	0.3
> O=C(O)c1nc2nc(Cl)c(Cl)nc2[nH]1
 : i	57	0.3%	-6	644	·	·	-0.5	1267	·	·	·	·	·	·	·	i	0.2
> C/C(=N\NC(=O)c1ccoc1C)c1ccc(Br)s1
 : i	9	-0.2%	11	741	·	·	·	·	·	·	·	·	·	·	·	i	0.7
> CCC(C)(C)n1nnnc1C(c1ccncc1)N1CCC(Cc2ccccc2)CC1 (stereo not drawn)
 : i	19	1.1%	-8	810	i	-4	2.4	1021	-0.41	895	5	4	4.1	1.8	0.3	i	0.8
> CCNC(=O)c1cc(S(=O)(=O)N2CCSCC2)ccc1OC
 : i	66	1.4%	-2	776	·	·	·	·	·	·	·	·	·	·	·	i	0.5
> Cc1ccc(S(=O)(=O)N(C)c2ccc3sc(C)nc3c2)cc1
 : i	0	-0.8%	0	707	i	-3	-2.2	1051	0	1421	-9	-13	18*	18*	51*	i	1.3
> Cc1cc(OCCN2CCCCCC2)ccc1[N+](=O)[O-]
 : i	58	-0.1%	-6	529	i	7	-1.7	1143	0.22	1547	9	5	6.9	2.9	8.5	i	0.6
> CCOCC(=O)Nc1nc2c(s1)C(=O)CC(C)(C)C2
 : i	51	0.2%	13	660	·	·	2.4	1081	-1.4	1589	6	0	8.1	1.9	5.1	i	3.0
> COc1ccc(N2CC(C(=O)NC3CCCCC3)CC2=O)cc1 (stereo not drawn)
 : i	21	0.1%	-4	810	·	·	·	·	·	·	·	·	·	·	·	i	0.4
> COc1cccc(Cn2c(Oc3cccc(C)c3)nc3c2c(=O)n(C)c(=O)n3C)c1
 : i	42	0.0%	1	732	i	3	·	·	-0.97	1206	56	-14	4.0	3.6	7.9	i	0.6
> CN(C)CCCn1c(=O)n(CCc2ccccc2)c(=O)c2c3c(sc21)CCCCC3
 : i	14	?	17	756	·	·	0.6	1260	-1.3	789	·	·	·	·	·	i	0.3
> O=C(Nc1ccc(Br)cc1F)c1ccc2c(c1)OCCO2
 : i	34	-0.8%	-2	838	·	·	·	·	·	·	·	·	·	·	·	i	3.0
> CC(=O)N1CCOc2ccc(S(=O)(=O)NCCc3ccccc3)cc21
 : i	7	-1.6%	-1	742	·	·	·	·	·	·	·	·	·	·	·	i	3.2
> CC(=O)c1sc(NS(=O)(=O)c2ccc(C)cc2)nc1-c1ccccc1
 : i	62	-0.1%	46	677	·	·	·	·	·	·	·	·	·	·	·	i	1.0
> C=CCn1c(SCC(=O)Nc2sccc2C(N)=O)nc2ccccc2c1=O
 : i	10	0.0%	-20	773	i	-30	5.7	945	0.8	852	-11	-7	3.2	3.4	7.4	i	1.4
> COc1ccc(Nc2nc(Cl)c(C=O)s2)cc1
 : i	24	-0.4%	-7	648	i	-7	0.1	1035	3	1298	8	-6	2.3	2.1	4.3	+	19*
> CCOc1ccc(OCCSc2nc(N)cc(=O)[nH]2)cc1
 : i	40	-0.7%	-8	666	·	·	1.1	1306	0.37	1086	·	·	·	·	·	i	0.8
> Cc1ccc(-c2nn3c(C)nnc3s2)cc1NC(=O)c1ccc(-c2cccc(Cl)c2)o1
 : ·	·	2.1%	·	·	i	21	4.0	1177	0.58	938	9	-2	4.2	7.4	2.7	i	0.5
> CCOc1cc(/C=N\NC(=O)c2ccc(NC(=O)C(C)(C)C)cc2)ccc1OC(=O)c1ccc(C)cc1
 : i	9	0.4%	-1	784	i	-15	-2.0	1141	-0.11	934	14	3	8.5	3.4	7.5	i	0.5
> Cc1ccc(N=Cc2c(O)n(-c3ccc4c(c3)OCO4)c(=O)c3ccccc23)cc1
 : i	40	0.0%	4	776	+	6.3*	-8.1	1211	·	·	73*	6.7*	2.2	2.2	9.5	i	0.5
> c1cncc(-c2noc(CC3CCCCC3)n2)c1
 : i	7	1.1%	6	802	i	0	0.7	1117	-0.27	866	-1	-31	2.6	1.2	10	i	1.4
> O=C(COC(=O)c1cccnc1Cl)NCc1cccs1
 : i	46	0.6%	24	685	i	1	-0.1	1096	0.88	1055	-19	9	3.7	3.6	9.3	i	0.1
> CCOC(=O)c1ccc(NC(=O)CSc2nnc(CNC(=O)c3c(F)cccc3Cl)o2)cc1
 : i	60	-0.1%	1	722	i	0	-5.3	1210	-0.21	1347	-8	43	1.6	2.7	11	i	1.1
> COc1ccccc1NC(=S)NNC(=O)c1ccccc1
 : i	37	-0.5%	·	·	i	1	·	·	·	·	·	·	2.1	0.1	27	i	0.8
> CCCn1c(=O)c2sccc2n2c(CCCC(=O)NCc3cccnc3)nnc12
 : i	54	0.4%	-4	658	·	·	·	·	·	·	·	·	·	·	·	i	0.3
> COc1ccccc1CCC(=O)Nc1cccc(S(=O)(=O)N2CCOCC2)c1
 : i	22	-0.9%	-1	878	·	·	·	·	·	·	·	·	·	·	·	i	0.2
> Cc1cc(C)nc(Nc2ccccc2F)n1
 : i	55	0.2%	10	849	·	·	·	·	·	·	·	·	·	·	·	i	0.4
> COc1ccccc1-n1c(SCC(=O)Nc2cc(C)on2)nc2c([nH]c3ccccc32)c1=O
 : i	65	0.9%	-10	658	·	·	·	·	·	·	·	·	·	·	·	i	2.8
> Cc1ccc(-c2noc(-c3ccccc3C(=O)NCC3CCCO3)n2)cc1 (stereo not drawn)
 : i	23	-0.2%	10	702	i	-5	-1.8	1089	-0.46	1262	19	21	1.8	1.5	24	i	1.4
> Cc1c(N=CN2CCOCC2)c(=O)n(C)c(=O)n1C
 : i	23	0.2%	0	667	i	2	-0.6	1014	0.1	1207	-2	-6	2.0	1.6	8.7	i	1.1
> C=CCNC(=S)NNC(=O)c1ccccc1
 : i	49	1.4%	2	667	i	2	1.5	1008	-0.28	1870	11	-18	4.7	1.9	4.7	i	0.2
> CC1CCCN(c2nc(N(C)c3ccccc3)nc(N)c2[N+](=O)[O-])C1 (stereo not drawn)
 : i	58	-0.2%	8	699	·	·	0.0	1109	-0.72	1422	·	·	·	·	·	i	0.4
> CCc1nnc(NC(=O)CSCc2cc(=O)n3cc(C)sc3n2)s1
 : i	25	-0.2%	-2	701	·	·	·	·	·	·	·	·	·	·	·	i	5.0
> COc1cccc(-c2nc(NCc3ccccc3)c3ccccc3n2)c1O
 : i	6	-0.5%	69*	827*	·	·	·	·	·	·	·	·	·	·	·	i	0.3
> CCOC(=O)C1=C(C)Nc2ccccc2N=C1NC(=O)C(c1ccccc1)c1ccccc1
 : i	42	-0.7%	·	·	i	17	0.3	1446	-0.01	1469	6	0	3.0	1.7	8.1	i	0.7
> Cc1ccccc1S(=O)(=O)Oc1ccccc1C(=O)Oc1ccccc1
 : i	13	·	·	·	i	-23	-3.6	1278	0.25	1680	6	-2	2.6	1.5	9.3	i	0.8
> O=c1cc(-c2ccc(O)cc2)oc2ccccc12
 : i	43	-0.2%	14	641	i	-11	-0.3	1048	0.03	1335	3	1	4.4	1.5	1.4	i	3.0
> S=C1NC(c2ccccc2)N2C(=S)NC(c3ccccc3)N12 (stereo not drawn)
 : i	23	0.4%	-2	833	i	-6	0.9	1156	0.08	1234	-2	-2	1.9	1.4	4.8	i	1.8

Compound activity: PubChem BioAssay, several laboratories
